KCNK3 block: human KCNK3 channel inhibition, primary screen | CHO-KCNK3 thallium flux, FluxOR fluorescence; stronger effect = lower value | AID 602410 | 340,000 tested, 0.84% active | O14649 | B-score at 10 µM;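 active = B-score under library mean minus 4 SD, starting fluorescence ratio at most library mean plus 5 SD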;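 note: more negative B-score means stronger inhibition of thallium flux through KCNK3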
Target sequence (O14649 whole entry, looked up): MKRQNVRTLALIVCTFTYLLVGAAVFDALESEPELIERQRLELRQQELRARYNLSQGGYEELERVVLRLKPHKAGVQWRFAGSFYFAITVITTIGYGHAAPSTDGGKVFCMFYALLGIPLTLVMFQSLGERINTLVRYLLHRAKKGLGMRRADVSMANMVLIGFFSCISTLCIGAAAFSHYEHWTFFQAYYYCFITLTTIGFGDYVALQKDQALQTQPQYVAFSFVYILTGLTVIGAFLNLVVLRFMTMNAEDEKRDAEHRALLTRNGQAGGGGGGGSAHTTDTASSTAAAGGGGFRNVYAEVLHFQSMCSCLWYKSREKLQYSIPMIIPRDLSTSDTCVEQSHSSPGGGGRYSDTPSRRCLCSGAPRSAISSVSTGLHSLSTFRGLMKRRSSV
TRPC4 agonist: opens the mouse TRPC4 cation channel; B-score at 10 µM; 310,000 tested, 0.49% active; Q9QUQ5; HEK293 TRPC4beta/mu-opioid, Fluo4 calcium fluorescence; stronger effect = higher value; AID 2237;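 active = B-score above 5 SD of library B-scores, and initial fluorescence ratio not above library mean plus 5 SD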;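 note: positive B-score marks a calcium rise read as TRPC4 activation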
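Material: HEK293 stable line with TRPC4beta plus mu-opioid receptor; technique: Fluo4 calcium-sensitive dye fluorescence, kinetic, 1 Hz baseline; timing: Fluo4 dye loading 45 min at room temperature, 110 s recording; controls: assay buffer as low control, maximal DAMGO as high control; read-out: integrated baseline-normalised fluorescence ratio, converted to per-well B score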
Dyrk1A ADPGlo: inhibitors of rat Dyrk1A kinase. Q63470. ADP-Glo luminescence, NFATc1 peptide. inhibition, % at 12.5 µM. 310,000 tested, 0.43% active. AID 504441; in the data active = inhibition above about 50%;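 note: plate controls were vehicle with enzyme for no effect and no enzyme for full effect; many of its hits are not listed in these tables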
TRPC4 PAM: allosteric potentiators of mouse TRPC4 channel; Q9QUQ5; HEK293 TRPC4beta/mu-opioid, DAMGO EC20, Fluo-4 Ca2+ flux; stronger effect = higher value; B-score at 10 µM; 310,000 tested, 0.42% active;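 active = B-score of calcium response area above 5 SD of library B-scores, with initial fluorescence ratio within 5 SD of library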;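 note: B-score of integrated fluorescence ratio over time as area under calcium response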
hERG protect: hERG (human) protection from proarrhythmic block; Q12809; CHO-hERG, FluxOR thallium flux, dofetilide IC70 present; activation (rescue from dofetilide block), less the hit threshold, % at 10 µM; 310,000 tested, 0.51% active;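 active = activation above the mean of controls blocked by dofetilide plus 5 SD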;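 note: thallium influx through hERG after potassium depolarization seen as dye fluorescence rise; in these data hits start at about 4.7%; inactives centre near -7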
TRPC4 block: inhibitors of mouse TRPC4 channel; Q9QUQ5; HEK293 TRPC4beta/mu-opioid, DAMGO-evoked Fluo4 calcium flux; stronger effect = lower value; B-score at 10 µM; 300,000 tested, 0.39% active; AID 2247;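 active = B-score over 3 SD under the library average, no early fluorescence shift, positive overall ratio signal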
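Assay system: HEK293 cells with stable TRPC4beta plus mu-opioid receptor expression; Probe or stimulus: DAMGO in two steps, submaximal then maximal; Dosing: single-point compound dosing; Measured by: Fluo4 calcium-dye fluorescence, kinetic read; Read-out basis: B score from integrated Fluo4 fluorescence ratio.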
Platelet DG rel: modulates dense granule release in human platelets; human platelet-rich plasma, SFLLRN dense granule ATP release, luminescence; inhibition, %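 (compounds screened at 7.5 µM in platelet-rich plasma)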; 300,000 tested, 0.22% active; AID 1663;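 active = mean replicate score, as percent of positive control, at or above 50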
KCNQ1 inh: human KCNQ1 channel inhibition; CHO-K1 KCNQ1, FluxOR thallium flux fluorescence; stronger effect = higher value; P51787; AID 2642; 310,000 tested, 1.3% active; B-score at 10 µM;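 active = compounds whose thallium flux B-score, printed positive for inhibition, exceeds three library SD while starting fluorescence stays within three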;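 note: channel opened by potassium depolarization with thallium stimulus after 20 min compound exposure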
PolyA inh: inhibitors of polyadenylation in S. cerevisiae | S. cerevisiae SKY197-pL101 polyadenylation reporter, beta-gal luminescence; efflux-impaired pdr1/pdr3 knockout yeast; score 100 = 6 SD above DMSO | calls only at 12 µM | 300,000 tested, 0.02% active | AID 1875;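 active = lowest replicate activity score at least 50, where 100 means six control SD above control mean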;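 note: yeast exposed to compound for 9 h at 30 °C; higher score means more reporter readthrough which indicates perturbed polyadenylation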
KCNQ1 pot: human KCNQ1 channel potentiation or activation | P51787 | CHO-K1 KCNQ1, thallium flux FluxOR fluorescence; stronger effect = higher value | B-score at 10 µM | 310,000 tested, 0.35% active | AID 2648;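 active = fluorescence ratio B-score, a plate-corrected score, at least three library SD, with initial intensity B-score within 5 SD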
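Assay system: CHO-K1 cells stably expressing KCNQ1; Medium: assay buffer with matched DMSO; Also added: K+/Tl+ depolarizing stimulus; Dosing: single dose; Timing: dye 90 min, compound 20 min, room temperature; Measured by: kinetic FluxOR thallium fluorescence, 10-s 1-Hz baseline, 110-s post-stimulus read; Read-out: peak-minus-minimum fluorescence over initial fluorescence, negative-control normalized, B-scored.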
KCNK9 inh: inhibitors of human KCNK9 two-pore domain potassium channel; B-score at 10 µM; 310,000 tested, 1.2% active; AID 488922; HEK293 KCNK9, FluxOR thallium flux fluorescence; stronger effect = lower value; Q9NPC2;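 active = ratio B-score over 3 SD below the library mean, with starting fluorescence within 5 SD of its mean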;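 note: negative B-score means less thallium flux so channel inhibition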
Target sequence (Q9NPC2 whole entry, looked up, the tested form may be a part): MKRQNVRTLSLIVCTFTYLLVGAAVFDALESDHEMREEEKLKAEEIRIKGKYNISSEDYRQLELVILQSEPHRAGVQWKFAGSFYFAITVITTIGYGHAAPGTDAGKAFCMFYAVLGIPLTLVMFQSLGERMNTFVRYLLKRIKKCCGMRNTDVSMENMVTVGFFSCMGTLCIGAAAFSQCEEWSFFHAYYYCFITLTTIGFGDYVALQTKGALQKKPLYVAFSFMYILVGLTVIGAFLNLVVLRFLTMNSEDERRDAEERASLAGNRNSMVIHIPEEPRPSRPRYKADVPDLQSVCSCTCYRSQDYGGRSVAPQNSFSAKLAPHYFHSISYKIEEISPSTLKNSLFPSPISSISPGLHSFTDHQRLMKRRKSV
* = called active by the depositor; i = inactive; / = no result given. The list is partial, so the mix of outcomes need not match the whole.

Values run as follows: KCNK3 block	TRPC4 agonist	Dyrk1A ADPGlo	TRPC4 PAM	hERG protect	TRPC4 block	Platelet DG rel	KCNQ1 inh	PolyA inh	KCNQ1 pot	KCNK9 inh
1	CCOC(=O)c1cnc(COc2ccccc2Cl)[nH]c1=O
    i	i	0	i	-4	i	-1	i	i	i	i
2	CCCC[C@@H]1CNC(=O)C(=O)N1CC(C)(C)C
    i	i	10	i	-5	i	-3	i	i	i	i
3	CCc1ccc(N2CSC3=C(C#N)C(c4cccs4)CC(=O)N3C2)cc1 (centres undefined)
    i	i	4	i	-14	i	-1	i	i	i	i
4	CCCC(C(=O)NC1CCCC1)N(Cc1ccc(OC)cc1)C(=O)c1snc(C(N)=O)c1N (centres undefined)
    i	i	1	i	-13	i	4	i	i	i	i
5	COc1ccc(CCNC(=O)c2ccc3c(c2)NC(=O)C(C(C)C)N3)cc1OC (centres undefined)
    i	i	-4	i	-14	i	-26	i	i	i	i
6	N/N=C/C(=N\Nc1ccc(Cl)cc1)C(=O)c1ccncc1
    i	i	2	i	-7	i	1	i	/	i	i
7	CC(=O)NC(CCS(C)(=O)=O)C(=O)Nc1ccc(C)c(F)c1 (centres undefined)
    i	i	-1	i	-3	i	3	i	i	i	i
8	O=C(COc1ccc(Cl)cc1)NN=C1CCCCCCC1
    i	i	11	i	-7	i	-1	i	i	i	i
9	Cc1ccc([N+](=O)[O-])cc1NCC(=O)NN
    i	i	/	i	-6	i	3	i	i	i	i
10	CN(C)C(=O)c1cc(C(=O)c2ccc(F)cc2Cl)c[nH]1
    i	i	6	i	-3	i	-1	i	/	i	i
11	CC(=O)C12C3C4C(C5C1C3C5(Br)C41OCCO1)C21OCCO1 (centres undefined)
    i	i	-5	i	-3	i	-8	i	i	i	i
12	CC(NC(=O)C(=O)N1CCCCC1)C(c1cccs1)N1CCN(c2ccc(F)cc2)CC1 (centres undefined)
    i	i	5	i	-13	i	3	i	i	i	i
13	COC(=O)CSc1nc2ncc(Cl)cc2[nH]1
    i	i	5	i	-6	i	-14	i	i	i	i
14	Cc1cccc(Nc2nnc(SCc3cc(=O)n4cc(C)ccc4n3)s2)c1
    i	i	0	i	-4	i	-2	i	i	i	i
15	Cc1ccc(NCN2C(=O)C3CC=C(Cl)CC3C2=O)cc1 (centres undefined)
    i	i	3	i	-7	i	-2	i	/	i	i
16	O=C(O)C1C2C=CC(C2)C1C(=O)OC1CC2CCC1C2 (centres undefined)
    i	i	-4	i	2	i	5	i	i	i	i
17	CC1(C)CC(=O)C2=C(C1)N1C(=C(C#N)C2c2ccccc2Cl)N=C(N)c2ccccc21 (centres undefined)
    -13*	i	-4	i	-10	i	13	i	i	i	-15*
18	CC(C)c1nnc(NC(=O)CCC(=O)NCc2ccc(F)cc2)s1
    i	i	-5	i	-3	i	1	i	i	i	i
19	N#Cc1c(N)nc2c(c1-c1ccccc1)CCC2
    i	i	3	i	-8	i	2	i	i	i	i
20	O=C(Nc1ccc(-c2cc3ccccc3oc2=O)c(Cl)c1)c1cccnc1
    i	i	-5	i	-2	i	-6	i	i	i	i
21	O=C(COC(=O)c1cccc2ccccc12)NCC1CCCO1 (centres undefined)
    i	i	2	i	-6	i	-5	i	i	i	i
22	NS(=O)(=O)c1ccc(NC(=O)Cc2c(F)cccc2Cl)cc1
    i	i	-3	i	-9	i	1	i	i	i	i
23	CCCCC(=O)Nc1nc(C)c(-c2csc(Nc3cc(OC)ccc3OC)n2)s1
    i	i	13	i	-21	i	1	i	i	i	-7.8*
24	COc1ccc(CC(=O)Nc2cc(S(=O)(=O)N3CCCCC3)ccc2N2CCN(C)CC2)cc1
    i	i	0	i	-7	i	8	i	/	i	i
25	COc1cc(CCC(=O)Nc2ccc(S(=O)(=O)NC3=NCCCCC3)cc2)cc(OC)c1OC
    i	i	-3	i	-1	i	-3	i	i	i	i
26	COC(=O)c1c(-c2cccc(OC)c2)csc1N
    i	i	5	i	-8	i	10	i	i	i	i
27	COCCCNc1nc2ccccc2[nH]c1=O
    i	i	-6	i	-6	i	9	i	i	i	i
28	C=Cc1ccc(COC(=O)c2cn(CC)c3nc(C)ccc3c2=O)cc1
    i	i	-4	i	-7	i	-1	i	i	i	i
29	OCCCNc1nccc(-c2cc(Nc3cccc(Cl)c3)ncn2)n1
    i	i	/	i	-17	i	-3	i	i	i	i
30	CCOC(=O)c1sc(NC(=O)C2CC(=O)N(c3ccc(OC)cc3)C2)nc1C (centres undefined)
    i	i	17	i	-9	i	6	i	i	i	i
31	COc1ccc(/C=N/NC(=O)Cn2ccnc2C)cc1OC
    i	i	9	i	-5	i	0	i	i	i	i
32	CCOc1cccc2cc(C(C)=O)oc12
    i	i	-5	i	3	i	-6	i	i	i	i
33	Clc1ccc(-c2nnc3n2CCCCS3)cc1
    i	i	-6	i	-9	i	3	i	i	i	i
34	CC[C@H](C)[C@H](NC(=O)CNC(=O)COc1cc2c(c3oc(=O)cc(C)c13)CCC(C)(C)O2)C(=O)O
    i	i	5	i	-4	i	3	i	i	i	i
35	CC(=O)NCCn1c(SCC#N)nc2ccccc2c1=O
    i	i	2	i	-12	i	-4	i	i	i	i
36	Oc1ccc(CCc2n[nH]c(=S)n2-c2ccc(F)cc2)cc1
    i	i	2	i	-12	i	20	i	i	i	i
37	COc1ccccc1CNC(=O)CN1CCN(Cc2ccc(Cl)cc2)C1=O
    i	i	7	i	-6	i	-10	i	i	i	i
38	COC(=O)c1ccc(NS(=O)(=O)c2cccc3cccnc23)cc1
    i	i	/	i	-10	i	-1	i	i	i	i
39	COc1cc(C2C(C#N)=C(N)Oc3n[nH]c(-c4cccnc4)c32)cc(Br)c1O (centres undefined)
    i	i	15	i	-12	i	7	i	i	i	i
40	COc1cccc(Nc2c([N+](=O)[O-])cncc2[N+](=O)[O-])c1
    i	i	15	i	-4	i	8	i	i	i	i
41	Cc1ccc(OC(=O)c2cccc(S(=O)(=O)N3CCCC3)c2)c(-n2nc3ccccc3n2)c1
    -9.3*	i	-2	i	-6	i	1	i	i	i	i
42	CC1=C(CC(=O)O)c2cc(F)ccc2/C1=C\c1ccc(S(C)=O)cc1 (centres undefined)
    i	i	8	i	-5	i	0	i	i	i	i
43	CN(C)CCOc1ccc(Cl)cc1C(C)(C)C
    i	i	-10	i	-8	i	11	i	i	i	i
44	O=C(Cn1nc(-c2ccccc2)c2ccccc2c1=O)Nc1cccnc1
    i	i	-2	i	-10	i	0	i	i	i	i
45	COc1cc(CNCCN2CCOCC2)ccc1OCc1ccc(Cl)cc1Cl
    i	i	3	i	-21	i	4	i	i	i	i
46	COc1ccc(C(=O)COC(=O)C(CCCCN2C(=O)C3C4C=CC(C4)C3C2=O)N2C(=O)C3C4C=CC(C4)C3C2=O)cc1 (centres undefined)
    i	i	/	i	-11	i	2	i	i	i	i
47	O=C(Nc1ccc(F)cc1)Nc1cc(S(=O)(=O)N2CCOCC2)ccc1N1CCCC1
    i	i	-10	39*	-11	i	2	i	i	i	i
48	COc1ccc(C(c2nnnn2C(C)(C)C)N2CCN(C(=O)c3ccco3)CC2)cc1 (centres undefined)
    i	i	1	i	-9	i	-25	i	i	i	i
49	O=C(NCC1CCCO1)c1cc(-c2ccccc2F)no1 (centres undefined)
    i	i	4	i	-7	i	-4	i	i	i	i
50	CC(=O)NCc1c(Cl)cccc1-n1cccc1
    i	i	-2	i	-8	i	17	i	i	i	i
51	COc1ccc(CNC(=O)c2noc(C(C)C)c2[N+](=O)[O-])cc1
    i	i	1	i	-4	i	-10	i	i	i	i
52	Nc1nc(-c2ccc(Br)cc2)c(S(=O)(=O)c2ccccc2)s1
    i	i	4	i	1	i	9	i	i	i	i
53	COC(=O)/C=c1/s/c(=C(\C#N)C(=O)NCc2ccco2)n(-c2ccc(C)cc2)c1=O
    i	i	2	i	-9	i	9	i	i	i	i
54	Cc1c2cnn(CC(=O)NCc3ccccn3)c(=O)c2c(C)n1Cc1ccc(Cl)cc1
    i	i	3	i	-7	i	7	i	i	i	i
55	O=S1(=O)CCN2N=C(C34CC5CC(CC(C5)C3)C4)SC2=N1
    i	i	-5	i	-9	i	-5	i	i	i	i
56	O=C(Nc1nccs1)c1cc(S(=O)(=O)N2CCOCC2)c(Cl)cc1Cl
    i	i	-7	i	-12	i	-7	i	i	i	i
57	CCc1noc(C)c1C(=O)N1CCN(S(=O)(=O)c2cccs2)CC1
    i	i	-6	i	-6	i	-4	i	i	i	i
58	CC1(C)CC(=O)C=C(c2cccnc2)C1
    i	i	-6	i	-6	i	-1	i	i	i	i
59	COc1ccc(NC(=O)C(c2ccccn2)N(C(C)=O)c2ccc(C)cc2)cc1 (centres undefined)
    i	i	3	i	-8	i	-5	i	i	i	i
60	S=C(NCc1ccccc1)NNc1ccccc1
    i	i	1	i	-8	i	-12	i	i	i	i

More entries
Values run as follows: KCNK3 block	TRPC4 agonist	Dyrk1A ADPGlo	TRPC4 PAM	hERG protect	TRPC4 block	Platelet DG rel	KCNQ1 inh	PolyA inh	KCNQ1 pot	KCNK9 inh
61	Cc1ccc(/C=N/NC(=O)Cn2cncn2)cc1
    i	i	-3	i	-3	i	-3	i	i	i	i
62	N#CCC(=O)N/N=C/c1ccc(OC2CSC2)cc1
    i	i	2	i	-11	i	1	i	i	i	i
63	CCN(Cc1ccccc1)C(=O)COC(=O)Cn1cnc2ccccc21
    i	i	-5	i	-6	i	-3	i	i	i	i
64	COc1cccc(N/C(N)=N/c2nc(C(F)(F)F)cc(=O)[nH]2)c1
    i	i	5	i	-10	i	-9	i	i	i	i
65	COc1ccc(CN2C(=O)CN(C3CCCCCC3)C(=O)C2c2ccc(F)cc2)cc1 (centres undefined)
    i	i	1	i	-4	i	2	i	i	i	i
66	COC(=O)C1=C(C)N(Cc2ccccc2)C(=O)N[C@H]1c1ccccc1
    i	i	2	i	-11	i	3	i	i	i	i
67	CCOC(=O)c1ccc(NC(=O)CSc2nnc(C3CC3)n2C)cc1
    i	i	9	i	-2	i	5	i	i	i	i
